Compound activity deposited in PubChem by The Scripps Research Institute Molecular Screening Center.
PAD4 FP inh – PAD4 (human) enzyme inhibition; inhibition, % at 6.36 µM; recombinant PAD4, RCA probe fluorescence polarization; Q9UM07; 0.41% of 330,000 active;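 active = percent inhibition above a cutoff equal to the mean of all tested compounds plus 3 SD, cut at about 15% in these data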;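 note: 0% = PAD4 with RCA probe and DMSO and 100% = probe without PAD4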
LYPLA1 inh – counter-screen for PME1 inhibitors: inhibitors of human LYPLA1; O75608; recombinant LYPLA1, FP-Rh probe fluorescence polarization; inhibition, % at 5.9 µM; 0.16% of 320,000 active; AID 2174;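 active = inhibition above the mean of all tested compounds plus 3 SD, set per campaign, cut at about 14% in these data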;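 note: inhibitors block serine hydrolase probe labeling of LYPLA1 so polarization falls; 0% = enzyme with DMSO and 100% = wells lacking LYPLA1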
PREPL inh – inhibits the human prolyl oligopeptidase-like enzyme; recombinant PREPL, fluorescence polarization activity-based probe; inhibition, % at 5.96 µM; 0.68% of 320,000 active; AID 2751; in the data active = inhibition above about 43%;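 note: 0% = enzyme with DMSO and 100% = wells lacking enzyme; many of its hits are not listed in these tables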
PAFAH1B3 FP inh – PAFAH1B3 (human) inhibition | recombinant PAFAH1B3, FP-rhodamine probe, fluorescence polarization | inhibition, % at 3.39 µM | 0.28% of 340,000 active | Q15102;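 active = inhibition above the screen-wide average of all tested compounds plus 3 SD, cut at about 25% in these data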;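 note: 0% = enzyme with DMSO only and 100% = wells lacking PAFAH1B3 protein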
Target sequence (Q15102 whole entry, looked up): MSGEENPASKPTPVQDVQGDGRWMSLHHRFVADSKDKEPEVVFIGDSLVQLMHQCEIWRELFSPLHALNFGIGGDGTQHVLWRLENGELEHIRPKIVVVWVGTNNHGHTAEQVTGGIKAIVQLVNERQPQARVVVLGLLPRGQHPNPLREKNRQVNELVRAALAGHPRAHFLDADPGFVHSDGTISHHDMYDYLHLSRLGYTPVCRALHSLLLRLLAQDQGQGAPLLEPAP
LYPLA2 inh – LYPLA2 (human) inhibition in PME1 counter-screen | recombinant LYPLA2, FP-Rh probe fluorescence polarization | O95372 | inhibition, % at 5.9 µM | 0.38% of 320,000 active | AID 2177;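 active = inhibition above the screen-wide mean plus 3 SD, limit set per campaign, cut at about 26% in these data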;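 note: 0% = LYPLA2 with DMSO and 100% = wells lacking LYPLA2 enzyme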
Target sequence (O95372 whole entry, looked up): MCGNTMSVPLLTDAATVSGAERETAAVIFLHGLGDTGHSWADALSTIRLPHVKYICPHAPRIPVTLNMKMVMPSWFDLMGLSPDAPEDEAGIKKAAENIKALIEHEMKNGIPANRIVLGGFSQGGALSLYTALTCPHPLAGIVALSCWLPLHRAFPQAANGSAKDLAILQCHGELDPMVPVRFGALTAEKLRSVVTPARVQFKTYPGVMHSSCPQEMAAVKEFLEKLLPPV
PAFAH2 inh – inhibitors of human PAFAH2. Q99487. recombinant PAFAH2, FP-rhodamine activity probe, fluorescence polarization. inhibition, % at 3.39 µM. 0.99% of 340,000 active;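 active = inhibition above the mean over all tested compounds plus 3 SD, cut at about 30% in these data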;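 note: inhibitors block probe labeling of enzyme so polarization drops; 0% = enzyme with DMSO and 100% = wells lacking PAFAH2 protein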
PAFAH1B2 FP inh – PAFAH1B2 (human) inhibition. recombinant PAFAH1B2, FP-rhodamine activity probe, fluorescence polarization. inhibition, % at 3.39 µM. 1.2% of 340,000 active;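 active = inhibition above the mean of all tested compounds plus 3 SD, cut at about 24% in these data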;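 note: 0% = enzyme with DMSO and 100% = wells lacking PAFAH1B2; many of its hits are not listed in these tables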
Target sequence (P68402 whole entry, looked up): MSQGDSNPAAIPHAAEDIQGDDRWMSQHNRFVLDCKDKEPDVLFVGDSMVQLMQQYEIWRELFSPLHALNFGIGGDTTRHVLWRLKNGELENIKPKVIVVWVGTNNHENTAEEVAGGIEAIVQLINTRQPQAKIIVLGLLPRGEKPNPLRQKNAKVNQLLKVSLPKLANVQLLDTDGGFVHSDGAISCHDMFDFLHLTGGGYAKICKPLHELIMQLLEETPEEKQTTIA
GSTO1 counter – counter-screen for RBBP9 inhibitors: inhibitors of human GSTO1; P78417; recombinant GSTO1, activity-based probe fluorescence polarization; inhibition, % at 5.96 µM; 1.1% of 300,000 active; AID 1974;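 active = inhibition above the campaign mean inhibition plus 3 SD, cut at about 35% in these data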;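 note: 0% = GSTO1-1 with DMSO and 100% = wells lacking GSTO1-1 enzyme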
Target sequence (P78417 whole entry, looked up): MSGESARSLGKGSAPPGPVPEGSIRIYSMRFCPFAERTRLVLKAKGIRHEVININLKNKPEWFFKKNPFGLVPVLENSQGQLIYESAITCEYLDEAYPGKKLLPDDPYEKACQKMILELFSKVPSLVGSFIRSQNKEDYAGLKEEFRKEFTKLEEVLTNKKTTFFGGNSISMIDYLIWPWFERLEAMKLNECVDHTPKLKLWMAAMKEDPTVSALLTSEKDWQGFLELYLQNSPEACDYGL
pPAFAH FP inh – inhibitors of human plasma PAF acetylhydrolase (pPAFAH) | recombinant pPAFAH, FP-rhodamine probe fluorescence polarization | inhibition, % at 3.39 µM | 1.5% of 330,000 active;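 active = inhibition above the mean inhibition across the screen plus 3 SD, cut at about 25% in these data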;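 note: inhibitors block binding of the rhodamine activity-based probe so polarization drops; 0% = enzyme with DMSO and 100% = wells lacking pPAFAH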
Starred values were filed as active, the others as inactive; x = no result given. A portion of the library; the hit share may differ from the screen's.

smiles	PAD4 FP inh	LYPLA1 inh	PREPL inh	PAFAH1B3 FP inh	LYPLA2 inh	PAFAH2 inh	PAFAH1B2 FP inh	GSTO1 counter	pPAFAH FP inh
CN1C(=O)c2cccc3c(S(=O)(=O)N(C)C)ccc1c23	-2	1	17	9	4	0	0	10	3
O=C(Nc1ccc(N2CCOCC2)nc1N1CCOCC1)c1cccc(C(F)(F)F)c1	0	0	-2	6	3	2	3	6	5
Cc1cccc(NC(=O)CSCc2nc3c(nnn3Cc3ccc(F)cc3)c(=O)[nH]2)c1C	-1	-3	-11	2	8	2	23	-4	2
CCN(CC(=O)NCc1cccs1)C(=O)/C=C/c1ccc(OC)cc1OC	2	1	4	-1	6	0	-1	7	3
O=C(CCNC(=O)c1ccccc1Cl)Nc1cccc(S(=O)(=O)N2CCOCC2)c1	-1	0	-2	4	2	-4	-1	x	-3
Cc1ccc(/C=N/NC(=O)C(NC(=O)c2ccccc2)c2n[nH]c(=O)c3ccccc23)cc1 (centres undefined)	2	-7	-27	1	41*	-5	1	-46	-2
CN(CCc1ccccc1)C(=O)c1ccc(NC(=O)Cc2cccc([N+](=O)[O-])c2)cc1	1	x	32	2	x	0	4	x	6
CCOC(=O)CC[C@H](NC(=O)Cn1cnc2c(OCc3ccccc3)ncnc21)C(=O)OCC	-6	x	3	6	x	-1	5	x	3
CS(=O)(=O)N1CCN(c2ccc(NC(=O)COc3ccccc3[N+](=O)[O-])cc2)CC1	-1	2	6	9	8	3	6	-4	3
CCc1nn(CC(=O)NCCCc2ccccc2)c(=O)c2cc3cc(F)ccc3n12	-3	0	-4	-1	4	2	-3	0	-4
CCCCN1C(=O)c2ccc(C(=O)Nc3ccc(S(=O)(=O)N(C)C)cc3)cc2C1=O	1	-9	14	9	26	-11	-11	2	6
CCOc1c(O)ccc(C2NC(=O)NC(C)=C2C(=O)OC)c1[N+](=O)[O-] (centres undefined)	4	-2	-5	-2	-5	1	4	11	10
O=C(Nc1nnc(C2CCCCC2)s1)c1ccco1	1	-1	20	6	2	3	13	-5	0
Cc1cnc(C(=O)Nc2ccc(C)c(S(=O)(=O)N3CCCCC3)c2)cn1	0	4	-2	7	4	1	2	x	-3
CC(C)Nc1ccc(C(CC(N)=O)NC(=O)Cc2ccc(Br)cc2)cc1[N+](=O)[O-] (centres undefined)	-7	-3	8	1	-8	1	16	-6	-5
O=C(O)CSc1nnc(-c2ccc3c(c2)OCO3)o1	4	4	1	-2	3	4	-3	-1	-1
COC(=O)C1CCN(S(C)(=O)=O)CC1	1	-3	-3	2	3	-1	3	7	2
COc1c2ccoc2c(OC[C@@H](O)C(C)(C)OC)c2oc(=O)ccc12	-3	3	-7	2	1	4	-2	-1	0
CCCn1c(=O)c2[nH]c(C3CCCC3)nc2n(CCC)c1=O	-4	0	1	0	3	3	-7	3	-1
Cn1c(C(=O)N2CCCC(C(=O)NCCCSC3CCCCC3)C2)cc2sccc21 (centres undefined)	-4	-4	14	-1	-2	-1	-3	3	3
O=C(CCCN1C(=O)NC2(CCCC2)C1=O)NCc1ccccc1	0	0	4	7	3	2	1	x	2
N#Cc1ccccc1S(=O)(=O)N1CCN(C(=O)c2ccc(-n3cncn3)c([N+](=O)[O-])c2)CC1	-3	5	-6	0	2	3	4	0	-3
COc1ccc(S(=O)(=O)N2N=C(c3ccc(NS(C)(=O)=O)cc3)CC2c2ccco2)cc1 (centres undefined)	-2	-1	2	9	-2	-11	0	6	4
COc1nc(NCCO)nc(Nc2ccc([N+](=O)[O-])cc2)n1	5	1	5	-5	4	-8	-1	0	0
Cc1cnn(C(=O)c2cc(-c3ccccn3)nc3ccc(Cl)cc23)c1	-3	3	-1	1	-3	8	2	3	9
CC(=O)N1CCN(C(=O)C2CCN(S(=O)(=O)c3ccccc3C(F)(F)F)CC2)CC1	-3	x	15	1	x	5	4	x	-1
CCC(=O)Nc1ccc(NC(=O)c2ccco2)cc1	1	-2	3	5	3	-3	4	-1	1
c1ccc(CSc2nnc3ccc(-c4ccncc4)nn23)cc1	-4	-3	-1	4	-4	-6	-1	13	-11
CN(CCOc1ccccc1)C(=O)C1CCC(=O)N(CCCN2CCCC2=O)C1 (centres undefined)	0	3	6	5	2	9	-1	8	3
COCCn1c(=O)[nH]c2cc(C(=O)N3CCN(c4ccc(OC)cc4)CC3)ccc2c1=O	3	-2	15	-1	-4	3	1	-6	-7
Cc1ccc(C)c(-n2nnnc2SCC(=O)c2c(N)n(C)c(=O)n(C)c2=O)c1	-2	2	2	x	0	x	x	-1	2
CCC(C)[C@H](NC(=O)Nc1ccccc1F)C(=O)O (some centres undefined)	2	1	-8	9	1	-5	1	6	-2
Cc1cnn(C(=O)c2cc(-c3ccccc3)nc3ccccc23)c1	-4	-3	6	5	4	2	2	-1	-4
N#C/C(=C\c1cc(Br)ccc1F)C(=O)NC1CC1	6	3	3	12	-4	-5	-4	-1	2
O=C(Cc1ccc(Cl)c(Cl)c1)Nc1cccc(S(=O)(=O)N2CCOCC2)c1	2	-3	31	-1	-2	7	3	1	0
Cc1ccc(C(=O)NC(NCc2ccco2)C(Cl)(Cl)Cl)cc1 (centres undefined)	-2	1	6	7	2	0	-1	2	5
CC1CCCC(C)N1C(=O)CSc1nc2ccccc2c(=O)[nH]1 (centres undefined)	3	-6	-3	8	-3	0	10	1	0
O=C(N/N=C/c1ccc(-c2ccc(S(=O)(=O)Nc3ncccn3)cc2)o1)c1cc2ccccc2cc1O	-4	-9	27	35*	-21	34*	25*	-3	78*
CC(C)C(=O)Nc1ccc2nn(-c3ccccc3)nc2c1	-3	-1	-12	4	5	2	-4	-4	1
N#CCSc1nc2c(sc(=S)n2Cc2ccco2)c(=O)n1-c1ccc(F)cc1	-13	-10	-5	-7	-16	0	4	-19	2
CC(c1ccccc1)C1CC(=O)N(c2ccc(C(=O)O)cc2)C1=O (centres undefined)	-3	-3	-2	6	-7	0	5	0	0
CCN1CCc2c(sc(NC(=S)NC(=O)c3ccc(Cl)cc3)c2C(N)=O)C1	-2	-2	15	14	0	-11	5	6	8
Cc1ccc2cccnc2c1NC(=S)NC(=O)c1ccccc1	-3	-1	3	13	-5	-2	5	-6	1
COCCn1c(C(C)C)nc2ccccc21	-2	-1	-5	6	7	4	1	-5	-3
O=C1OC(=O)C2C3CCC(O3)C12 (centres undefined)	-2	-3	-7	x	1	x	x	-2	8
CC(=O)Nc1cccc(NC(=O)CSc2n[nH]c(-c3ccccc3)n2)c1	-2	-6	-6	16	-5	-3	0	x	2
Nc1cc(C(=O)c2ccccc2)ccc1[N+](=O)[O-]	-3	-1	0	3	3	-3	5	6	1
COc1cc(OC)c(C(=S)N2CCCC2)cc1OC	-1	-1	3	5	2	4	4	-6	5
Nc1c2c(nc3ccc(Br)cc13)N(Cc1ccccc1)CC2	1	-2	13	-2	4	0	3	-2	9
COC(=O)c1ccc(COc2ccc(/C=N/Nc3cccc(C(=O)O)c3)cc2)cc1	4	3	15	9	14	1	9	-2	9
O=C(COC(=O)CCc1c[nH]c2ccccc12)NC1CCS(=O)(=O)C1 (centres undefined)	-3	1	1	4	1	-12	3	-2	3
OCCNCCCCOc1ccccc1F	5	-2	-16	3	-2	-1	3	2	1
Cc1cccc(CC(=O)Nc2c3c(nn2-c2cccc(Cl)c2)CS(=O)C3)c1 (centres undefined)	-2	1	4	0	1	1	4	2	0
C=CCn1c(O)c(N=NC(=O)CNC(=O)c2ccncc2)c2ccccc21	-1	7	10	3	9	-1	7	12	1
Cc1ccc(OCC(=O)OCC(=O)NC2CC2)cc1C	1	3	19	8	6	-1	2	x	10
O=C(CSc1nnc(NC(=O)C2CC2)s1)Nc1cccc(F)c1	0	-3	-8	-6	3	-2	2	0	0
O=c1[nH]c(N2CCN(c3ccccc3)CC2)nc2c1CCCC2	-2	0	17	1	-5	0	5	7	-1
COc1ccccc1N1CCN(C(=O)c2ccc(Cl)c(S(=O)(=O)NCc3ccco3)c2)CC1	-1	-1	6	10	0	-5	6	-3	9
O=C(CCNS(=O)(=O)c1ccccc1)Nc1ccccc1	3	-1	2	7	-6	28	2	0	0
O=C(N=C1SC2CS(=O)(=O)CC2N1CCc1ccccc1)C1CCCCC1 (centres undefined)	-1	1	-5	0	6	1	6	3	0

Following part:
smiles	PAD4 FP inh	LYPLA1 inh	PREPL inh	PAFAH1B3 FP inh	LYPLA2 inh	PAFAH2 inh	PAFAH1B2 FP inh	GSTO1 counter	pPAFAH FP inh
CN(C(=O)c1ccco1)c1nc(-c2ccccc2)cs1	-3	1	3	11	-7	-1	4	1	0
O=C(CSc1nnc2ccccn12)NCc1ccc2c(c1)OCO2	-5	2	0	8	2	0	-5	2	5
N/C(=N\NC(=O)c1ccc(Cl)cc1)c1cnccn1	6	-1	13	-3	-2	4	8	20	-4
COc1ccccc1NC(=O)CSc1nc2sc(C)c(C)c2c(=O)n1Cc1ccco1	2	0	0	-1	-1	5	-10	0	10
COc1ccc([C@H]2CC(=O)C=C(c3cccc(Cl)c3)C2)cc1	0	1	-21	4	8	-6	8	x	8
CC(=O)Nc1ccc(S(=O)(=O)N2CCN(c3cnn(C)c(=O)c3Cl)CC2)cc1	-2	-4	12	1	-4	-1	4	-2	-8
O=C(Nc1nncs1)c1cc(S(=O)(=O)N2CCOCC2)ccc1Cl	-3	-1	6	-4	3	-1	3	-1	-8
CCC(C)c1ccc(NC(=O)C2CCCN(c3ncccn3)C2)cc1 (centres undefined)	-3	-5	6	-1	-3	2	-2	4	-5
S=C(NCc1ccccc1)NCc1ccccc1	-4	-3	20	2	6	-1	0	-2	2
COc1cc(-c2nnc(CSc3nnc(Nc4ccc(C(C)C)cc4)s3)o2)cc(OC)c1OC	-4	-6	-6	-2	23	-6	0	0	11
CCOc1ncccc1C(=O)OCC(=O)c1c(N)n(C)c(=O)n(C)c1=O	-5	-2	-13	-4	-3	2	-3	-4	2
CC(=O)Nc1ccc(NC(C)=O)c(NC2OCC(O)C(O)C2O)c1 (centres undefined)	-7	-2	-7	7	4	-1	3	-5	2
O=C(NCCc1ccccc1)C1CCN(S(=O)(=O)c2cccnc2)CC1	-1	7	0	4	8	7	3	2	4
Clc1ccc(-c2nc3ccccn3c2CN2CCOCC2)cc1	4	4	16	-7	9	-4	-4	-3	0
Cc1n[nH]c(C)c1CCCCOc1ccccc1F	-5	-1	-12	12	0	1	4	6	6
CC1CN(/C=C/C=O)C(C)CC1OC(=O)c1ccccc1 (centres undefined)	1	0	9	-2	-1	-1	0	-3	-1
COCCNC(=O)CN(C(=O)CCC(=O)Nc1ccccn1)c1ccccc1OC	1	0	-6	8	0	-6	3	-1	3
COc1cccc(-n2c(O)c(C=NCc3ccccn3)c3ccccc3c2=O)c1	0	-2	5	6	-2	6	2	2	7
CSc1ccc2nnc(-c3cccc(F)c3)n2n1	-6	1	10	3	-4	0	2	8	0
CN1C(=O)NC(NC(=O)c2cccs2)(C(F)(F)F)C1=O (centres undefined)	-1	3	7	0	11	-1	5	4	5
O=C(CCc1nnc(-c2ccsc2)o1)NCc1ccccc1OC(F)(F)F	3	-6	2	1	-8	6	4	0	-1
